S100A4 MyoIIA – inhibitors of human S100A4 binding to myosin IIA peptide; P26447; inhibition, % at 10.7 µM; 360,000 compounds, 0.14% hits; S100A4/TAMRA-MyoIIA peptide fluorescence polarization;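 active means mean inhibition of at least 70% across replicates, with every replicate also reaching that level; inconclusive means mean inhibition reaches 70% but some replicates fall short; inactive means mean inhibition below 70%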
Target sequence (P26447 whole entry, looked up): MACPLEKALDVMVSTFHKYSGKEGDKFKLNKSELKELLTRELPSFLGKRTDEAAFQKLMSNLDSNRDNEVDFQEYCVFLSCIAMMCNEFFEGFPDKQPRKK
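assay system = human S100A4 monomer with TAMRA-labelled myosin IIA peptide | also added = labelled myosin peptide probe, 5 nM | incubation = 5 min between mix addition and reading | control set = DMSO and TFP controls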
esBAF inh – blocks esBAF chromatin remodeling in mouse ES cells | Bmi1-luciferase knock-in reporter, 24 h; 100% = twice the neutral-well signal | reporter increase, % at 12.5 µM | 350,000 compounds, 2% hits | AID 602393; in the data active means activation above about 40%; inconclusive means no clear call, values can overlap the other calls;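 further: 0% = median of the plate's neutral control wells and 100% = double that signal; a rise in the Bmi1 reporter signal indicates esBAF inhibition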
ERp5 block – inhibitors of human ERp5; Q15084; ERp5 insulin aggregation, absorbance 650 nm, 90 min; inhibition, % at 9.99 µM; 350,000 compounds, 0.05% hits; AID 651711;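 active means mean replicate inhibition above about 25%, with every replicate also reaching it, limit read from the data, passing the limit was not always enough; inconclusive means only one of those two criteria met; inactive means neither criterion met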
ERAP1 inh – ERAP1 (human) enzyme inhibition | inhibition, % at 10.7 µM | recombinant ERAP1, Leu-AMC fluorescence, 60 min | Q9NZ08 | AID 652197 | 340,000 compounds, 0.15% hits;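 active means mean replicate inhibition of at least 30%, or all replicates individually reaching that 30% level; inactive means mean below 30% and not every replicate reaching it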;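 further: 0% = neutral control wells and 100% = L-leucinethiol positive control wells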
RAD54 branch – blocks human RAD54 Holliday junction branch migration; inhibition, % at 10.4 µM; Q92698; FAM/BHQ fluorescence; 360,000 compounds, 0.14% hits; AID 602329;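 active means mean normalized replicate activity at least 40 and at least half of replicates scoring 40 or more; inconclusive means only one of the two criteria met; inactive means mean below 40 and under half of replicates reaching 40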;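 further: 0% = median of neutral control wells and 100% = median of positive control wells; inhibitors cause a drop in the FAM fluorescence signal; in these data hits start at about 50%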
Target sequence (Q92698 whole entry, looked up): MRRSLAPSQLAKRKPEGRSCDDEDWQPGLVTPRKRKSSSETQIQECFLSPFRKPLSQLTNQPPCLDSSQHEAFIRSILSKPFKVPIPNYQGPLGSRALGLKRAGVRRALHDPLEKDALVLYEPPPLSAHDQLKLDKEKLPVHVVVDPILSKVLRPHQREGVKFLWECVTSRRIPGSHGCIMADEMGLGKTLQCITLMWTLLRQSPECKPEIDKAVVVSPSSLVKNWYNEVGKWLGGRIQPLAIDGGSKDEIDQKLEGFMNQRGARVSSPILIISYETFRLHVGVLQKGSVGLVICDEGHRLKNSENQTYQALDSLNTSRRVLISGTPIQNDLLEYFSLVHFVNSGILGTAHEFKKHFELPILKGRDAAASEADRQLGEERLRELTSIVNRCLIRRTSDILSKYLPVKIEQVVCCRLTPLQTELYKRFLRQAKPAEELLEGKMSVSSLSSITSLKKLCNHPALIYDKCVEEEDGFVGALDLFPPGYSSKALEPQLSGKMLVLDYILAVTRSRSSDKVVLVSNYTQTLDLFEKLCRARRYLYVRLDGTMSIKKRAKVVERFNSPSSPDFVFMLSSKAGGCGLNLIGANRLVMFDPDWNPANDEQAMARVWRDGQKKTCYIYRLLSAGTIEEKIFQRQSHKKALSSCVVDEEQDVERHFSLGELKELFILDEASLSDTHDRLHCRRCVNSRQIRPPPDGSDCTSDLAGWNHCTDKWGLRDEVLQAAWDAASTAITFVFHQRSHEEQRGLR
RAD52 anneal inh – blocks human RAD52 DNA annealing; P43351; recombinant RAD52 DNA annealing, FRET fluorescence; inhibition, % at 18.7 µM; 360,000 compounds, 0.46% hits; AID 651710;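 active means every replicate showing at least 50% inhibition; inconclusive means mean inhibition at least 50% but not in every replicate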
Xi reactivation – X-chromosome reactivation activator. XiGFP mouse fibroblasts, % GFP-positive cells imaging, 3 d; cells co-treated with 5-aza-dC sensitizer; scaled so ellipticine positive control = 100%. activation, % at 7.58 µM. 360,000 compounds, 0.055% hits. AID 743238;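 active means mean normalized replicate activation at least 10% and every replicate at or above 10%; inconclusive means only one of the two criteria met; inactive means mean below 10% and not all replicates reach 10%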;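 further: 0% = median of on-plate neutral control wells and 100% = ellipticine 6 µM median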
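assay system = SV40-immortalized XiGFP fibroblast cells, line 68-5-11 | buffer or medium = DMEM plus 5-aza-dC sensitizer | doses = single-point pinned compound dosing | times = 3-day compound exposure, then 15 min fixation at room temperature | benchmarks = positive control ellipticine, 6 µM final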
E-sel inducer – E-selectin induction on HUVECs; P16581; HUVEC E-selectin immunofluorescence imaging; normalized: neutral wells 0, TNF-alpha wells 100; activation, % at 7.58 µM; 260,000 compounds, 0.37% hits; AID 686992;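 active means mean E-selectin-positive cell signal at least 10% of the positive control, reached in at least 60% of replicates, without over 20% cell loss; inconclusive means no rule given, readout overlaps actives, possibly toxicity-flagged; inactive means the rest, including those meeting only one limit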;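 further: in these data hits start at about 27%; measured in HUVEC primary endothelial cells; signal is the percent of cells scored E-selectin positive by PE staining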
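Test system – human umbilical vein endothelial cells (HUVEC), E-selectin induction · Input – 3,000 HUVEC seeded per well · Buffer or medium – EGM-2, gelatin · Compound dosing – single-point compound dose · Detection – immunofluorescence imaging · Measure – percent E-selectin-positive cells · Controls – TNF-alpha high, DMSO low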
An asterisk follows results filed as active; ? = inconclusive; · = no result given. Rows are unselected, and some 2.5% of all compounds hit somewhere here.

SMILES	S100A4 MyoIIA	esBAF inh	ERp5 block	ERAP1 inh	RAD54 branch	RAD52 anneal inh	Xi reactivation	E-sel inducer
NNC(=O)c1ccc(CSc2cccc3cccnc23)cc1	-8	3	1	0	-7	3	-0.1	-2.3
O=C(N[C@@H]1CC[C@H](CCn2cc(C3CCCCC3)nn2)O[C@@H]1CO)c1cccnc1	4	1	-2	0	-6	-1	0.3	0.4
CCOC(=O)C1=C(C)NC(=S)NC1c1ccsc1 (configuration not stated)	0	·	-9	-3	·	0	-0.2	·
CCCCc1c(-c2ccccc2OC)ncn1Cc1cccc(C)c1	-4	·	-4	6	·	-14	0.1	-0.1
CO[C@@H]1CN(C)C(=O)c2ccc(NS(=O)(=O)c3ccc(C)cc3)cc2OC[C@@H](C)N(C)C[C@H]1C	11	-1	2	-1	-9	18	0.5	-0.1
CC(OC(=O)CCc1nc(=O)c2ccccc2n1C)C(=O)NCc1ccc2c(c1)OCO2 (configuration not stated)	-23	·	-5	-3	·	-5	0.4	-0.3
CC(C)(C)c1cc(C(c2cccnc2)N2CCN(CCO)CC2)cc(C(C)(C)C)c1O (configuration not stated)	11	-7	5	15	5	-8	·	·
CCC1CCCCN1C(=O)COC(=O)c1ccc(Br)o1 (configuration not stated)	-2	1	-2	-4	-12	-20	0.6	·
COc1ccc(C(=O)OCC(=O)NCC2CCCCC2)c(OC)c1	10	-3	-2	2	-2	-10	0.1	·
COc1ccccc1C(=O)COC(=O)c1ccc(-n2cnnn2)cc1	-4	17	-3	-5	3	-6	0.2	·
O=C(C[C@@H]1C=C[C@H](NC(=O)Nc2cccc(F)c2)[C@H](CO)O1)NCC1CCCCC1	2	6	5	-15	-3	3	0.2	-0.2
CCCNC(=O)N1[C@H](CO)[C@@H](c2ccccc2)C12CN(C(=O)c1cccnc1)C2	-2	·	-3	-1	·	1	0.1	0.2
C=CCN1C(=O)/C(=C/c2ccc(-c3ccc(F)cc3)o2)SC1=S	21	5	3	1	-3	-60	0.1	1.8
Cc1ccc(NC(=O)C2CCCN2c2nn3c(=O)cc(C)nc3s2)cc1 (configuration not stated)	-2	9	1	2	10	-8	-0.1	3.0
O=C(C[C@@H]1C[C@H]2c3cc(NC(=O)c4ccc5c(c4)OCO5)ccc3O[C@H]2[C@@H](CO)O1)NC1CCCC1	10	25	1	-1	11	-1	0.0	-0.1
O=C(CSc1nc(Cc2ccccc2)nc2ccccc12)c1ccc2c(c1)OCCO2	35	-27	2	-3	2	-333	·	·
Clc1ccc(CSc2ncnc3nc[nH]c23)cc1	1	·	3	-2	·	-8	0.2	-0.2
Cc1ccc(S(=O)(=O)N2CCCCC2)cc1NC(=O)COC(=O)CNC(=O)c1cc(Cl)cc([N+](=O)[O-])c1	-1	·	0	3	·	-3	0.1	·
OCn1c2ccccc2c2ccccc21	-2	-4	2	-4	6	-3	0.0	0.2
CC(C)(C)C(=O)C[n+]1cccc(C(N)=O)c1	-6	·	0	3	-1	-10	0.0	·
COc1cccc(C(=O)c2c(-c3ccccc3)ncc3cc(OC)c(OC)cc23)c1	1	-5	-3	0	7	16	?	0.0
O=C(N/C(=C\c1ccc([N+](=O)[O-])cc1)C(=O)N1CCCCC1)c1ccco1	-1	-3	3	2	2	-10	·	·
Fc1cc(Cl)ccc1Nc1nc(NCc2ccccc2)nc2ccsc12	-1	-12	-3	-1	-1	-16	0.1	0.9
Cc1ccc(CC(=O)N(C)CC(=O)N(CC(C)C)c2c(N)n(CC(C)C)c(=O)[nH]c2=O)cc1C	31	-5	-4	0	0	-4	0.6	-2.0
CCCC#Cc1ccc2c(c1)O[C@H](CN(C)C(=O)C1CCC1)[C@H](C)CN([C@H](C)CO)S2(=O)=O	4	0	-3	0	2	3	-0.2	-0.4
COc1ccc(NC(=O)CN(C)S(=O)(=O)c2ccccc2)cc1OC	-1	0	6	-2	·	-3	·	·
O=S(=O)(NC1CC1)c1ccc(S(=O)(=O)N2CCc3ccccc32)cc1	-2	-4	3	0	-14	-11	·	·
CCn1ncc([N+](=O)[O-])c1C(=O)N1CCc2ccccc2C1	0	6	-1	-4	-5	-13	0.0	0.1
CCOn1c(=O)c(-c2cccc([N+](=O)[O-])c2)[n+]([O-])c2ccccc21	-3	·	-2	-3	·	1	0.0	·
COc1cccc(NC(=O)N[C@@H]2CC[C@@H](CC(=O)NCc3ccncn3)O[C@H]2CO)c1	7	-3	-4	3	3	-8	-0.1	-0.7
CC1(C)CC(=O)C2=C(C1)N=C1SCCC(=O)N1C2c1cccc([N+](=O)[O-])c1 (configuration not stated)	-2	·	-1	5	·	-8	0.0	0.1
O=C(CSc1ccc(-c2ccccc2)nn1)Nc1ccc2c(c1)OCCO2	-11	·	3	-2	·	-4	0.0	-0.1
N#Cc1cc2c(nc1Cl)CCC2	5	2	0	0	-21	-5	0.8	0.3
COC(=O)C[C@@H]1C[C@H]2c3cc(NC(=O)C4CCOCC4)ccc3O[C@H]2[C@@H](CO)O1	-2	0	5	-2	-5	-4	0.0	0.3
Cc1ccc(-c2onc3ccc(C4OCCO4)cc23)cc1	1	·	-1	-1	·	-45	0.3	0.0
CCCC#Cc1ccc2c(c1)[C@H]1[C@H](CCN1Cc1ccccc1F)[C@@H](CO)N2	-22	·	12	-1	·	7	0.1	-0.2
CCc1ccc(CN(C(=O)c2ccco2)C2CCS(=O)(=O)C2)cc1 (configuration not stated)	-1	·	4	-1	-12	-7	0.2	·
CC(C)CC#Cc1cnc2c(c1)C(=O)N([C@@H](C)CO)C[C@@H](C)[C@@H](CN(C)Cc1ccccn1)O2	3	-5	-1	0	1	15	-1.3	-0.2
COc1ccc(C(=O)Nc2ccc3c(c2)C(=O)N(C)C[C@H](OC)[C@H](C)CN[C@@H](C)CO3)cc1	10	0	2	1	0	1	0.3	0.1
Cc1ccc(NS(=O)(=O)c2ccc(CCC(=O)NCc3cccnc3)cc2)cc1	-2	-5	-2	-2	7	-25	0.0	·
CN(C)C(=O)C[C@@H]1C=C[C@@H](NC(=O)Nc2cccc(F)c2)[C@@H](CO)O1	3	-1	0	6	2	4	0.0	-0.4
COc1ccc(CN2CCN(C(C)C(=O)N3CCc4ccccc43)CC2)cc1OC (configuration not stated)	0	0	3	-6	-4	-12	0.0	·
O=C(CCCSc1nc2ccccc2[nH]1)NC(c1ccccc1)c1ccccc1	-3	·	5	1	·	-8	0.0	·
CC[C@@H]1CCCCc2ccccc2[C@@H](C(=O)C[C@@H](O)CC(C)=O)OC1=O	-3	1	4	·	-3	-6	0.1	0.0
CC(C)c1ccc(CCNC(=O)CCNS(=O)(=O)c2ccc(Br)cc2)cc1	3	0	-12	1	4	-4	0.0	-0.4
Cc1cccc(NS(=O)(=O)Cc2ccccc2)c1C	-1	6	1	-1	-10	-10	0.0	·
CCCc1cc(=O)[nH]c(SCC(=O)Nc2cc(S(=O)(=O)N3CCOCC3)ccc2Cl)n1	-2	0	1	1	10	-5	0.2	0.0
CC12CCC(=O)N1C(C(=O)Nc1nc3ccc(S(C)(=O)=O)cc3s1)CS2 (configuration not stated)	1	2	-3	3	-13	-6	0.1	0.3
O=C(CNC(=O)Cc1ccccc1)N=Nc1c(O)n(Cc2ccc3c(c2)OCO3)c2ccccc12	-1	·	5	3	1	-17	0.0	·
O=C1CCN(Cc2ccccc2)S(=O)(=O)c2ccccc21	-2	-8	-2	-1	-3	-87	0.0	·
O=C(NC1CC1)c1cc2cc3ccccc3nc2s1	-1	70*	-9	-1	2	-10	-0.1	0.2
O=C(NC(c1ccc(Cl)cc1)c1ccsc1)C1CCN(Cc2cccc(Cl)c2)CC1 (configuration not stated)	3	-1	0	-2	-1	-38	0.0	-0.1
CCN1C(=O)N[C@@H](CCc2ccccc2)C(C(=O)OC)=C1C	-3	-1	4	-2	2	3	-0.1	0.2
C=C(C)Cn1c(=O)c2c(nc3n2CCCN3CCc2ccccc2)n(C)c1=O	36	2	0	7	0	-3	0.0	·
Cc1cc(C(=O)CN2C(=O)C(=O)N(Cc3ccccc3)C2=O)c(C)n1Cc1ccccc1	12	2	-3	1	4	-8	-0.6	1.0
COc1ccc(CN(C)C[C@H]2Oc3ccc(NC(=O)CCN4CCOCC4)cc3C(=O)N([C@H](C)CO)C[C@@H]2C)cc1	-3	-5	5	0	8	6	1.1	-0.9
Cc1cc(=O)oc2ccc(OC(=O)c3cccc(S(=O)(=O)N4CCOCC4)c3)cc12	0	2	19	1	5	18	·	·
CC(=O)Nc1ccc(NC(=O)CSc2nnc(C)c(=O)[nH]2)cc1	-2	-7	-1	19	-2	-5	0.0	·
Cc1cc(C)cc(NS(=O)(=O)c2ccc(NC(=S)Nc3ccccc3)cc2)c1	-5	·	6	0	·	-52	-0.1	·
CCOC(=O)Nc1ccc2ncn(C)c(=O)c2c1	-10	3	-3	4	8	-17	0.0	5.3

Reformatted with two lines to a compound: part of the list above.
Results follow in this order: S100A4 MyoIIA | esBAF inh | ERp5 block | ERAP1 inh | RAD54 branch | RAD52 anneal inh | Xi reactivation | E-sel inducer
- CCN1C(=O)N[C@@H](CCc2ccccc2)C(C(=O)OC)=C1C
 : -3 | -1 | 4 | -2 | 2 | 3 | -0.1 | 0.2
- C=C(C)Cn1c(=O)c2c(nc3n2CCCN3CCc2ccccc2)n(C)c1=O
 : 36 | 2 | 0 | 7 | 0 | -3 | 0.0 | ·
- Cc1cc(C(=O)CN2C(=O)C(=O)N(Cc3ccccc3)C2=O)c(C)n1Cc1ccccc1
 : 12 | 2 | -3 | 1 | 4 | -8 | -0.6 | 1.0

Next part:
SMILES	S100A4 MyoIIA	esBAF inh	ERp5 block	ERAP1 inh	RAD54 branch	RAD52 anneal inh	Xi reactivation	E-sel inducer
Cc1ccccc1NS(=O)(=O)c1cc2c3c(c1)C(C)C(=O)N3CCC2 (configuration not stated)	0	3	3	-1	-10	-8	0.0	·
O=C1CCC(C(=O)N2CCCC(Nc3ccc(F)cc3)C2)=NN1 (configuration not stated)	-4	-4	1	0	3	-1	0.0	·
CN(CC(=O)Nc1ccccc1Br)C(=O)c1cccn1C	-4	0	-3	-4	-22	-5	0.3	·
O=[N+]([O-])c1cc(Cl)cc(/C=N/n2cnnc2)c1O	-3	·	10	1	·	-38	0.0	0.5
O=C(Oc1ccc(C(=S)N2CCOCC2)cc1Cl)c1ccccc1F	-1	3	24	0	2	-15	0.0	·
CC1CCN(C2CC(=O)N(c3ccccc3)C2=O)CC1 (configuration not stated)	3	8	-4	-1	10	-5	0.0	-2.5
C[C@@H]1CN([C@H](C)CO)C(=O)c2cc(-c3cccnc3)cnc2O[C@H]1CN(C)C(=O)C1CCOCC1	28	2	-4	-2	1	9	0.0	-0.2
CC(=O)OC[C@@H]1CN(Cc2ccccc2)C[C@H](n2cnc3c(N4CCOCC4)ncnc32)O1	-2	-5	-5	-2	3	-13	0.0	-0.3
Nc1ccc2c(c1)C(=O)c1ccccc1C2=O	-6	69*	-3	1	0	1	0.0	·
COc1cc(OC)c(C(=O)CCCN2CCCC2)c(OC)c1	-4	-4	0	0	-7	-6	0.0	-0.1
